# CHRM1 agonist: agonists of human M1 muscarinic receptor; P11229; CHO-K1 hM1, Fluo-8 calcium fluorescence, agonist mode; 0% DMSO, 100% acetylcholine EC100; activation, % at 3 µM; actives 0.33% (n = 360,000); AID 588814;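 active means activation above the run's mean compound activation plus 3 SD, cut at about 16% in these data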;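 further: peak over basal fluorescence ratio within a 140 s kinetic read after compound addition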
# Target sequence (P11229 whole entry, looked up): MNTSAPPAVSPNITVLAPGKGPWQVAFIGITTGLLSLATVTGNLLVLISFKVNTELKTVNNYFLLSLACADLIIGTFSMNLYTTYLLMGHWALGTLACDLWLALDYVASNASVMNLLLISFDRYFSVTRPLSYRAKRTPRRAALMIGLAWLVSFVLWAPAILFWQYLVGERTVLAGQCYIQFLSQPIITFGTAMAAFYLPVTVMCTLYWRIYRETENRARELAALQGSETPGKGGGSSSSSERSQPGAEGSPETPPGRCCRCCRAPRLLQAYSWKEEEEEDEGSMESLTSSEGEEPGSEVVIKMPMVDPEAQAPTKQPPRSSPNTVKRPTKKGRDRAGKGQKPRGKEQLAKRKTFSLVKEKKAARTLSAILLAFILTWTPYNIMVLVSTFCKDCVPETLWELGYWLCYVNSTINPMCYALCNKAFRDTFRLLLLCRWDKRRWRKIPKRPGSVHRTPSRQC
# M1 antag: human CHRM1 antagonism; CHO-K1 hM1, Fluo-8 calcium fluorescence, ACh EC80 antagonist; inhibition, % at 3 µM; actives 1.3% (n = 360,000); AID 588852;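 active means percent inhibition above its own plate's cutoff, namely the mean of that plate's compound wells plus 3 SD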;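 further: peak over basal fluorescence ratio during 140 s after agonist addition; 0% = ACh EC80 plus DMSO and 100% = DMSO alone without agonist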
# TAAR1 antagonist: human TAAR1 antagonism; CHO RD-HGA16 TAAR1, Fluo-8 calcium fluorescence, antagonist; Q96RJ0; AID 624466; actives 1.5% (n = 360,000); inhibition, % at 3 µM;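 active means inhibition above a per-plate cutoff, the mean inhibition of test compounds on that plate plus 3 SD, cut at about 49% in these data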;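 further: 0% = DMSO plus EC80 beta-PEA response and 100% = DMSO alone without agonist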
# Target sequence (Q96RJ0 whole entry, looked up): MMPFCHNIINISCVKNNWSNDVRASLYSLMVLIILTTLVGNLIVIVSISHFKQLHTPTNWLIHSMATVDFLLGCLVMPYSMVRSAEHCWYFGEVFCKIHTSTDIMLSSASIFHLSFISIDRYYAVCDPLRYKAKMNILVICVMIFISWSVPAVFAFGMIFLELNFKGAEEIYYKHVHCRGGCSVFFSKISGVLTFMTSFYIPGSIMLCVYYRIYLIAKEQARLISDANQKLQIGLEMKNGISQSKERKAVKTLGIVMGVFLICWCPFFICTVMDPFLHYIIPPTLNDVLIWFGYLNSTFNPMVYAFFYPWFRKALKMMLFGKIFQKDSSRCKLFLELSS
#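 System: RD-HGA16 CHO cells with stable hTAAR1 and Gα16 | Probe or stimulus: EC80 β-phenethylamine stimulus | Dosing: 3 µM, single point | Times: Dye loading 75 min at 37 °C, then 30 min room temperature | Measured by: Fluo-8 calcium-sensitive fluorescence | Read-out basis: % inhibition of agonist calcium response | Replicates: n of 1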
# M1 ag parental: counter-screen for M1 agonists: effect in parental CHO-K1 cells. Fluo-8 calcium fluorescence; scaled to maximal ATP response, vehicle zero. activation, % at 3 µM. actives 0.48% (n = 360,000). AID 602248; in the data active means activation above about 15%;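 further: untransfected CHO-K1 host cells lacking M1 receptor as counterscreen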
# TAAR1 agonist: agonists of human TAAR1 | CHO RD-HGA16 TAAR1, Fluo-8 calcium fluorescence; vehicle wells 0%, saturating PEA agonist 100% | activation, % at 3 µM | actives 0.99% (n = 360,000);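 active means activation above the mean activation of all test compounds in the run plus 3 SD, cut at about 38% in these data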
#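 Test system: RD-HGA16 (CHO) cells co-expressing Gα16 and hTAAR1; dosing: one-point dosing at 3 µM (nominal); timing: 17-24 h seeding, 75 min 37 °C dye, 30 min RT; signal: kinetic Fluo-8 calcium fluorescence; read-out basis: % activation relative to PEA EC100 response; controls: DMSO and PEA EC100; replicates: n 1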
# OXTR potentiate: human OXTR potentiation; P30559; CHO-OTR cells, Fluo-8 calcium fluorescence, potentiator mode; 0% = oxytocin EC15, 100% = EC100; activation, % at 3 µM; actives 0.061% (n = 320,000);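 active means activation above that plate's cutoff, the mean activation of tested compounds plus 3 SD, cut at about 6.6% in these data, passing the limit was not always enough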;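 further: 100% uses oxytocin at 75 nM as the full agonist control; some results filed as inactive read as strong as hits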
#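 test system = CHO-OTR cells, human receptor | compound = single-point 3.0 µM | schedule = 6 min compound pre-incubation at room temperature, 100 s kinetic read | signal = Fluo-8 no-wash calcium dye fluorescence, excitation 470-495 nm, emission 515-575 nm | repeats = single well per compound, singlicate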
# CHO-K1 Ca antag: nonselective inhibitor or artifact in parental CHO-K1 cells. ATP-induced calcium, Fluo-8 fluorescence. inhibition, % at 3 µM. actives 0.6% (n = 360,000). AID 602250;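 active means inhibition above a per-plate cutoff, the plate's mean sample inhibition plus 3 SD, cut at about 24% in these data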;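 further: 0% = DMSO plus EC80 ATP and 100% = DMSO alone without ATP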
# CHO parental Ca: signal in parental CHO cells, OX1R antagonist counter-screen; parental CHO-K1, ATP-induced calcium, Fluo-8 fluorescence; actives 0.63% (n = 330,000); AID 463079; inhibition, % at 5.6 µM;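 active means inhibition above that plate's mean sample inhibition plus 3 SD, cut at about 26% in these data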;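 further: 0% = ATP-challenged DMSO wells and 100% = DMSO wells without ATP; some compounds past the cut are filed as inactive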
#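 Test system: parental CHO cells; detection: calcium-sensitive Fluo-8 fluorescence; evaluation: percent inhibition of calcium signal; also added: ATP as calcium-mobilizing challenge; repeats: one well per compound; control set: ATP-challenged DMSO wells low, unchallenged DMSO wells high; compound: single nominal dose of 5.6 µM per compound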
# CHO-K1 Ca PAM: counter-screen for M1 PAMs: effect in parental CHO-K1 cells; ATP EC20, Fluo-8 calcium fluorescence; 0% at ATP EC20, 100% at ATP max; activation, % at 3 µM; actives 0.02% (n = 360,000);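 active means activation above the run cutoff, the mean activation of all test compounds plus 3 SD, cut at about 40% in these data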;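 further: peak over basal fluorescence ratio in a 140 s read after ATP addition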
# Starred values were filed as active, the others as inactive; · = not tested or not shown.
SMILES,CHRM1 agonist,M1 antag,TAAR1 antagonist,M1 ag parental,TAAR1 agonist,OXTR potentiate,CHO-K1 Ca antag,CHO parental Ca,CHO-K1 Ca PAM
CCOC(=O)COc1ccc2c3c(c(=O)oc2c1C)CCC3,-4,0,0,0.5,9,-11,4,-11,-5
COc1ccc(CCN2CN(S(=O)(=O)c3ccccc3)c3nc4ccccc4nc32)cc1OC,-6,-3,-10,0.3,1,-1,-4,-28,11
Cc1ccc(-c2cc(-c3cccs3)[nH]n2)c(O)c1,-3,-14,1,0.4,10,-6,-13,-18,8
CCCCOc1ccc(C2OC34CCCCC3C(C#N)(C#N)C2(C#N)C(=N)O4)cc1 (stereo not given),-2,-15,·,4.6,·,-12,-11,2,13
Cc1cc(N)n(-c2ccc(S(=O)(=O)N3CCCC3)cc2[N+](=O)[O-])n1,-3,6,-29,-0.1,4,-5,-6,-2,-3
Cc1ccc(C)[n+](CC(=O)c2ccc(-c3ccccc3)cc2)c1,-16,44*,11,0.3,4,-3,12,-2,17
CCCN(CCC)S(=O)(=O)c1ccc(Cl)c([N+](=O)[O-])c1,-13,3,7,-0.5,5,-8,1,-15,-8
CCCc1nc(SCC(=O)N2CCOCC2)c2c(C)c(C)sc2n1,-7,-2,9,0.0,1,0,9,-13,-9
Cc1cc(=O)oc2cc(Oc3ccc([N+](=O)[O-])cc3[N+](=O)[O-])ccc12,-9,10,10,7.2,-1,2,8,-2,19
CC1=NN(c2ccccc2)C(=O)C1N=Nc1ccccc1 (stereo not given),-4,-3,-2,0.5,2,1,-10,-17,23
Cc1nnc(-c2cnn(C)c2N)n1Cc1ccccc1,-2,-7,-15,0.8,16,-6,-14,-6,24
O=C(CC1CCCCC1)NCc1ccccn1,-3,-23,-11,0.6,0,-1,-3,-9,20
CCN1C(=NCCOC)N[C@@H](c2cccc(C(F)(F)F)c2)C(C(=O)OC)=C1C,-3,-1,26,1.8,6,-1,-11,-16,13
CCSc1nc2ccccc2c(=O)n1Cc1ccc(F)cc1,-6,-6,1,0.5,-1,-5,-8,-25,11
CCOCCc1nn2c(=O)cc(CSCC(=O)Nc3cc(C)cc(C)c3)nc2s1,-3,31,6,0.0,1,-3,-9,-17,-11
CCC(C)c1ccc(S(=O)(=O)N2CC(=O)Nc3ccccc32)cc1 (stereo not given),-9,1,-16,2.5,3,-9,-6,-28,17
Cc1ccc(OCC(O)Cn2c(=N)n(Cc3ccccc3)c3ccccc32)cc1 (stereo not given),2,5,-2,5.3,27,-5,1,10,23
CCn1c(=O)c([N+](=O)[O-])c(NCc2ccco2)c2ccccc21,-4,4,-28,0.6,-1,-4,-7,-3,0
CCn1cc(/C=C(\NC(=O)c2ccccc2)C(=O)NCCCn2ccnc2)c2ccccc21,-1,-7,-12,-0.1,1,·,-3,·,8
Cn1c(C(=O)N2CCCC(Nc3ccc(F)cc3)C2)cc2ccccc21 (stereo not given),-1,-18,1,2.5,-1,6,-16,-30,7
COc1ccc(OC)c(C(C)NC(=S)Nc2ccc(S(=O)(=O)Nc3ncccn3)cc2)c1 (stereo not given),-1,-6,-4,0.2,2,4,-11,4,14
Cc1c(NC(=O)CCCOc2ccccc2)cccc1[N+](=O)[O-],-4,-3,-4,0.7,10,-11,1,-18,8
CCCCCC(=O)Nc1nnc(CCc2ccccc2)s1,-5,-14,11,0.4,-2,-16,-10,-17,23
COc1ccccc1/C=N/NC1=NCCCCC1,-12,-17,0,1.1,11,-4,-31,-9,19
O=C(COc1ccc(Br)cc1Cl)NC(=O)NCc1ccccc1,-2,2,15,2.0,21,-1,-9,-14,13
CCSc1nc2c(c(=O)[nH]1)C(c1ccncc1)C(C(=O)OC(C)C)=C(C)N2 (stereo not given),-5,-8,-10,1.1,3,-21,-3,-12,21
COC(=O)C(C)NC(=O)C12CC3CC(CC(C3)C1)C2 (stereo not given),-4,-17,-5,0.6,5,-7,-6,-8,24
CCCc1cc(=O)[nH]c(SCC(=O)N2CCc3ccccc3C2)n1,-2,1,55*,0.3,85*,0,-28,-14,-11
COc1cccc(COc2cc3ccccc3nc2C)c1,-1,34*,21,5.6,11,-6,22,15,12
CC(=O)Nc1sc2c(c1C(c1ccccc1)N1CCOCC1)CCCC2 (stereo not given),-3,-30,-1,-0.2,10,6,-9,-10,17
C1CCC(c2nn3c(-c4n[nH]c5c4CCC5)nnc3s2)CC1,-4,4,-9,-0.3,-2,-2,15,-25,-8
O=C(Nc1cccc(S(=O)(=O)N2CCOCC2)c1)c1ccc(=O)[nH]c1,-3,-17,0,0.7,0,5,-18,-7,13
O=C(O)Cc1ccc(O)c(O)c1,-1,-27,-6,0.6,1,-1,-9,-4,13
COc1ccc(N2C(=NC(=O)C3CCCCC3)SC3CS(=O)(=O)CC32)cc1 (stereo not given),0,11,-14,-0.1,1,-7,10,-5,-11
Clc1ccc(CNc2ccccn2)cc1,-4,0,-3,-0.4,2,-2,2,-6,-9
CCCS(=O)(=O)N1CCCC(C(=O)NCCN(C)Cc2ccccc2)C1 (stereo not given),-5,3,-11,0.7,3,1,-7,1,16
CCSc1nnc(NC(=O)c2ccccc2)s1,-4,4,4,0.7,7,-5,-5,-6,13
COc1cc2c(C(=O)O)c(C)n(C)c2c2ccccc12,-3,-11,-6,-0.1,9,-16,3,9,7
CCN1CCN(C(=O)CCN2C(=O)c3ccccc3C2=O)CC1,-8,-6,1,-0.1,1,-1,-4,4,10
CC1=C(C(=O)N(C)C)CC(CC(=O)NCCN2CCOCC2)C(=O)N1Cc1ccc(C(C)(C)C)cc1 (stereo not given),-4,-8,-16,0.3,0,·,-4,·,11

# Profiles, quoted from the list. Order of screens: CHRM1 agonist | M1 antag | TAAR1 antagonist | M1 ag parental | TAAR1 agonist | OXTR potentiate | CHO-K1 Ca antag | CHO parental Ca | CHO-K1 Ca PAM
# `Clc1ccc(CNc2ccccn2)cc1` reads -4 | 0 | -3 | -0.4 | 2 | -2 | 2 | -6 | -9
# `C1CCC(c2nn3c(-c4n[nH]c5c4CCC5)nnc3s2)CC1` reads -4 | 4 | -9 | -0.3 | -2 | -2 | 15 | -25 | -8
# `O=C(Nc1cccc(S(=O)(=O)N2CCOCC2)c1)c1ccc(=O)[nH]c1` reads -3 | -17 | 0 | 0.7 | 0 | 5 | -18 | -7 | 13
# `COc1cc2c(C(=O)O)c(C)n(C)c2c2ccccc12` reads -3 | -11 | -6 | -0.1 | 9 | -16 | 3 | 9 | 7

# (more compounds)
SMILES,CHRM1 agonist,M1 antag,TAAR1 antagonist,M1 ag parental,TAAR1 agonist,OXTR potentiate,CHO-K1 Ca antag,CHO parental Ca,CHO-K1 Ca PAM
Cc1cccc(C)c1NC(=O)CN(C)C(=O)/C=C/c1cccs1,-7,-7,0,-0.3,-1,-7,-2,-12,0
CC1(C)C(=O)N(c2ccccc2)C(=O)c2ccccc21,-3,4,-1,4.2,-2,-11,-5,-13,-4
COc1ccccc1/C=C/C=N/n1c(C)nnc1C,-3,-4,-10,0.3,0,-19,-16,-5,11
COc1ccccc1N1CCN(Cc2ccco2)CC1,-6,4,-7,-0.3,13,-4,6,-2,-5
CNc1cc(CSC)nc(SCc2ccc(Cl)cc2Cl)n1,-3,3,11,0.5,15,-7,-20,-12,17
COc1ccc(CC(=O)NC(CC(=O)O)c2cccc([N+](=O)[O-])c2)cc1 (stereo not given),-8,-10,5,1.1,4,-4,-10,6,15
CC1CCN(C(=O)COC(=O)c2cccs2)CC1,-1,-18,-8,0.4,3,-4,-4,-4,2
O=C1C=C(NC2=CC3OC(c4ccccc4)OCC3OC2=O)CCC1 (stereo not given),0,-5,-3,0.2,2,1,2,-5,-4
CCCCCCCCOC1OC(CO)C(O)C(O)C1NC(C)=O (stereo not given),-2,-1,5,0.3,3,-11,-3,-7,-6
Cc1csc(SCC(=O)NC2CCC(C)CC2)n1 (stereo not given),-7,-9,5,0.3,1,-2,2,-18,6
Cc1ccc(-n2nnnc2-c2ccccc2)cc1,-7,-6,-8,1.7,3,-4,-18,-1,31
CCCN(CC(=O)Nc1ccccc1C)C(=O)C1CC(=O)N(c2ccccc2OCC)C1 (stereo not given),-2,-2,-17,1.1,21,·,-12,·,16
COc1ccc(OCCCC(=O)OC(C)C(=O)Nc2ccc(S(N)(=O)=O)cc2)cc1 (stereo not given),0,-4,-13,1.8,5,-15,4,16,5
C[C@H](CO)N1C[C@H](C)[C@H](CN(C)C(=O)c2ccccc2F)Oc2ncc(Br)cc2C1=O,-2,-17,10,-0.2,1,·,-5,·,7
CC1(C)CC(Nc2ccc(C(F)(F)F)cc2[N+](=O)[O-])CC(C)(C)N1,-6,3,7,0.2,7,0,-1,-8,9
COc1ccc(/C=N/n2c(-c3n[nH]c4c3CCC4)n[nH]c2=S)c(OC)c1OC,-6,-12,-16,0.8,0,-8,-8,-8,18
NC(c1ccccc1)c1csc(NC(=O)NCC2CCCCC2)n1 (stereo not given),6,-9,-8,0.8,10,·,8,·,2
Cc1cc(NC(=O)c2ccco2)no1,-6,-1,-8,0.7,0,-1,-7,-8,23
Nc1ccc2c(c1)C(=O)C(=O)c1ccccc1-2,-1,17,15,2.3,18,-2,-7,-17,7
CCOc1ccc(OCC)c(-c2c(=O)n(OCc3ccccc3Br)c3ccccc3[n+]2[O-])c1,-6,5,6,-0.3,6,2,1,-16,6
Cc1c2cnn(CC(=O)NCCCN3CCCCC3)c(=O)c2c(C)n1Cc1ccccc1,-12,7,-14,-0.1,1,-1,2,-8,1
NC(=O)Cc1nc2scc(-c3ccccc3)c2c(=O)[nH]1,-5,-10,17,0.3,4,-1,-3,-11,5
CC1CCCN(C(=O)CSCC(=O)Nc2nc(-c3cccs3)cs2)C1 (stereo not given),2,17,42,8.0,12,-9,8,10,4
CCN(CC)C(=O)Oc1ccnc2cc(Cl)ccc12,0,-15,-10,2.8,0,-10,-16,-20,13
Cc1ccc(NC(=O)CCCCCNS(=O)(=O)c2ccc(C)cc2)cc1,-5,3,-14,-0.1,0,-6,-10,-16,20
N#C/C=C(/c1ccc(F)cc1)N1CCOCC1,-3,6,4,0.2,1,0,-4,-11,4
CCCSc1nc2sc3c(c2c(=O)n1-c1ccc(OC)cc1)CCN(C)C3,-10,18,-10,3.7,0,·,10,·,-1
CC(=O)c1cccc(N(C(=O)c2ccco2)C(C(=O)NC2CCCC2)c2ccncc2)c1 (stereo not given),0,-25,-17,0.0,1,-6,-8,-13,21
CC(C)OP(=O)(CCP(=O)(OC(C)C)OC(C)C)OC(C)C,1,-2,0,0.1,5,-3,4,-26,-11

# Assay outcomes as filed in PubChem BioAssay.
